From PubChem BioAssay
GLP-1R agonist: GLP-1 receptor (human) agonism; HEK293 GLP-1R CRE-luciferase, luminescence, 4-6 h; cells express a hypersensitive GLP-1R form; P43220; 380,000 tested, 0.007% active; Potency, µM (titrated, usually from 45.6 µM), without a hit: at the highest dose activation, actives largely listed as activators; note: potency is the fitted concentration of half-maximal effect; % of control where 0% means no effect
Target sequence (P43220 whole entry, looked up): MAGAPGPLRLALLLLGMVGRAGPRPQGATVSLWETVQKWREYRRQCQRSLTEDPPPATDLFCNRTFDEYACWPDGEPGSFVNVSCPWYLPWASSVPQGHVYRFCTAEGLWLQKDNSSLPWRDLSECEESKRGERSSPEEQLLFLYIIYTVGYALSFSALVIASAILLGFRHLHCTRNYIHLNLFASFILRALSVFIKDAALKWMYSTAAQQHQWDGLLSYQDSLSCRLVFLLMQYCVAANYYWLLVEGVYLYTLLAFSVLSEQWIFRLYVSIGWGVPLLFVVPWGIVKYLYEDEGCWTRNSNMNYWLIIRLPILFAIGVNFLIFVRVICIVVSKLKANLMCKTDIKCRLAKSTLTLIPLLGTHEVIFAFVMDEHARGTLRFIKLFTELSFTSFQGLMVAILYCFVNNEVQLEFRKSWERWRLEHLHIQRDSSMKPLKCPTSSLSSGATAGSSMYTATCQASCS
HT1080 IDH1KD tx: toxicity to HT-1080 IDH1 knockdown cells (counter line); Potency, µM (doses to about 46.1 µM), without a hit: at the top dose activity, negative = toxicity, most hits filed as cytotoxic; 360,000 tested, 2% active; HT-1080 IDH1 knockdown viability, ATP luminescence, 48 h;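 note: potency is the fitted concentration of half-maximal effect; 0% = DMSO wells and -100% = cell-free medium wells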
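After a 2 h attachment period, IDH1KD HT-1080 cells took pin-transferred compound for 48 h at 37 °C; ATP-based luminescence after 10 min room-temperature reagent incubation reported viability.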
D3 ag: agonists of human D3 dopamine receptor; D3R DiscoveRx beta-arrestin cells, luminescence, 90 min; max activation, %; AID 652048; P35462; 410,000 tested, 0.58% active; in the data active = max activation above about 30%; note: 0% is about no effect; mostly tested at two doses, the higher about 12 µM
Target sequence (P35462 whole entry, looked up): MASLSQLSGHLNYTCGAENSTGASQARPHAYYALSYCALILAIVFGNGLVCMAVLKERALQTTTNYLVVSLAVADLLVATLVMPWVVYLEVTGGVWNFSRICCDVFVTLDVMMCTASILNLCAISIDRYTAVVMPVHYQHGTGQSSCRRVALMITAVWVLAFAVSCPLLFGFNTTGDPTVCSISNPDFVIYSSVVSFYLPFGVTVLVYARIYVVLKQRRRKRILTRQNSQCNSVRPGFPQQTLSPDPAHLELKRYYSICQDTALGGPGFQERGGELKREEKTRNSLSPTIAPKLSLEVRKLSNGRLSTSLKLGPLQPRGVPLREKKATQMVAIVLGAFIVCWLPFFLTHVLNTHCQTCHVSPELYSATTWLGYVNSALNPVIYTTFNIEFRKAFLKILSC
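Agonist mode: compounds and dopamine controls were applied to plated cells for 90 min at 37 degrees C after an overnight attachment at 1500 cells/well. Luminescent read-out followed 30 - 60 minutes at room temperature with DiscoveRx detection reagent.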
HT1080-NT tox: kills 2HG-producing HT-1080-NT fibrosarcoma cells | 360,000 tested, 1.6% active | HT-1080-NT fibrosarcoma viability, CellTiter-Glo ATP luminescence, 48 h | Potency, µM (series often up to 46.1 µM), for the others: at the top dose activity, negative = less viability, usual class: cytotoxic;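 note: NT is the 2HG producing partner of a matched IDH1 knockdown line; potency is the fitted concentration of half-maximal effect; 0% = DMSO-treated cells and -100% = media-only wells without cells; nearly all actives have a fitted effect of over 55% in size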
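Viability by CellTiter-Glo luminescence after 48 h compound exposure at 37C of HT-1080-NT cells (750/well, RPMI, 5% FBS). % activity scaled between DMSO wells and medium-only wells, then curve-fitted and categorized by curve class.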
IL-1B inflam inh: blocks inflammasome-driven IL-1 beta release; THP-1 LPS/ATP IL-1B secretion, AlphaLISA, 16 h; hits give low values; activity change, % at 57.5 µM; 360,000 tested, 4.7% active; AID 743279; in the data active = activity change below about -50%; inconclusive = mostly about -30% to -49%; note: % is set by controls: 0 for no effect and ±100 for the full control effect
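Secreted IL-1B measured by AlphaLISA bead assay after 16 h compound exposure of THP-1 cells; compounds (final up to 57.5 uM) added 1 h before LPS (250 ng/mL) and ATP (1.25 mM) stimulation; lower signal means less secretion.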
KB-V1 MDR tox: kills drug-selected multidrug resistant KB-V1 cells; KB-V1 MDR cells viability, CellTiter-Glo, 72 h; Potency, µM (doses to about 46.1 µM), without a hit: at the top dose activity change, negative = cytotoxicity, usual class: cytotoxic; 400,000 tested, 3.4% active; note: potency is the fitted concentration of half-maximal effect; % is set by controls: 0 for no effect and ±100 for the full control effect; nearly all actives have a fitted effect of over 60% in size
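Potencies derive from concentration-effect curves fitted to normalized luminescence (CellTiter-Glo) of KB-V1 cells treated for 72 h at 37 degrees C in phenol-red-free DMEM containing 10% FBS.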
KB-3-1 cytotox: kills parental KB-3-1 adenocarcinoma cells; KB-3-1 viability, CellTiter-Glo ATP luminescence, 72 h; 400,000 tested, 1.4% active; Potency, µM (series often up to 46.1 µM), for the others: at the top dose activity change, negative = cytotoxic, actives largely listed as cytotoxic; note: potency is the fitted concentration of half-maximal effect; % is set by controls: 0 for no effect and ±100 for the full control effect; nearly all actives have a fitted effect of over 60% in size
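Parental KB-3-1 adenocarcinoma cells in phenol-red-free DMEM with 10% FBS were pin-treated with compounds at several concentrations, incubated 72 h at 37 °C, and viability read by CellTiter-Glo luminescence; concentration-effect curves were fitted after normalization.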
DRD3 antagonist: blocks the human D3 dopamine receptor; P35462; D3R cells, DiscoveRx beta-arrestin luminescence, antagonist mode; hits give low values; max response, negative = inhibition, %; 360,000 tested, 2.5% active; AID 652054; in the data active = max response below about -50%; inconclusive = no clear call, values can overlap the other calls; note: % is set by controls: 0 for no effect and ±100 for the full control effect; mostly tested at two doses, the higher about 12 µM
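Cells expressing the human receptor were seeded at 1500 cells/well, incubated overnight at 37 degrees C in 5% CO2, then exposed to library compounds with dopamine controls for 90 minutes at 37 degrees C before luminescent detection.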
SW480 rereplic: DNA re-replication induction in SW480 cells | Potency, µM (titrated, usually from 46.1 µM), for inactives: at the highest dose re-replication activation, most hits filed as activators | SW480 DNA re-replication, Hoechst DNA content imaging, 48 h | 340,000 tested, 1.8% active | AID 624297; note: potency is the fitted concentration of half-maximal effect; % of control where 0% means no effect; nearly all actives have a fitted effect of over 55% in size
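Per well, 250 cells were exposed to pinned compound for 48 hr. Nuclear DNA was visualised with Hoechst (40 min, 37 C) and total object intensity recorded by fluorescence scanning.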
Active calls of the source: *; ? = inconclusive; . = no result given; & = joins results of further samples; [ ] = dose if it differs, or a comment. Unless noted, calls come from the whole dose curve; as a rule, active = well fitted curve in the direction sought with a large enough effect; inconclusive = small, poorly fitted or top-dose-only effect, or another doubt; inactive = no such curve, though single readings can be large; an effect the other way counts as inactive or inconclusive. Rows were taken by chance; overall some 12% were active at least once.

SMILES	GLP-1R agonist	HT1080 IDH1KD tx	D3 ag	HT1080-NT tox	IL-1B inflam inh	KB-V1 MDR tox	KB-3-1 cytotox	DRD3 antagonist	SW480 rereplic
Cc1ccc(NC(=O)Cc2nc(COC(=O)C(C)NS(=O)(=O)c3ccc(C)cc3)cs2)cc1 (configuration not stated)	-2%	-3%	-6	-1%	62	6%	-13%	-18	?
N/C(=N\OC(=O)C1CCCCC1)c1cccnc1	5%	1%	15	17%	-10	?	-1%	11	2%
Cc1ccc2c(CNCCc3ccco3)c(C(=O)O)n(Cc3ccc(F)cc3)c2c1	-2%	.	-5	.	.	?	?	.	.
Cc1ccccc1N=C1Nc2ccccc2N[C@]12C[C@H]1CCC(=O)N3CC[C@@H](C2)[C@@H]13	-4%	1%	5	12%	10	-15%	0%	24	-7%
Cc1ccc(NC(=O)C2CCN(S(=O)(=O)c3ccc4c(c3)NC(=O)C(C)S4)CC2)c(C)c1 (configuration not stated)	-2%	-1%	4	-23%	-3	-3%	?	5	17%
COc1cc(SC)ccc1C(=O)Nc1ccc2c(c1)OCCO2	-2%	?	-2	1.8µM*	?	?	4%	?	24%
COC(C[C@@H](O)CC(=O)[C@@H](C)OCc1ccccc1)OC	-5%	3%	-6	-15%	1	-8%	1%	-15	-6%
CCNC(=O)C1(C)CCCN(Cc2cccc3c2OCCO3)C1 (configuration not stated)	-2%	3%	-2	16%	21	3%	0%	-10	.
CN(C)c1nc(Oc2ccc(OCCOc3ccccc3)nn2)nc(N(C)C)n1	18%	-2%	0	-7%	7	-13%	2%	-15	0%
COc1ccccc1C(CNC(=O)COc1ccccc1C)N1CCCC1 (configuration not stated)	1%	2%	-45	-3%	-6	?	-13%	-3	2%
CC(=O)Nc1ccc(S(=O)(=O)N2CCN3CCCC3C2)cc1 (configuration not stated)	-2%	10%	3	-1%	2	0%	-4%	10	1%
Cc1ccc(C)c(OCCn2ccnc2)c1	-4%	-2%	4	1%	9	4%	-6%	8	?
COc1ccc(CSCC(=O)N/N=C/c2ccccc2OCc2ccccc2)cc1	12%	6%	3	2%	?	-13%	-12%	12	14%
OCC(CO)(CO)NCc1ccc(-c2ccccc2)cc1	-2%	11%	0	10%	7	4%	-7%	5	3%
CC(C)(C)c1ccc(OCc2cnc(Cl)s2)cc1	5%	0%	-10	-13%	-3	-1%	-5%	?	30%
Cc1ccc(NC(=O)[C@H](NC(=O)[C@@H]2Cc3ccccc3CN2)c2ccccc2)cc1C	-2%	-7%	-21	-4%	-4	-24%	-14%	-101*	-3%
O=C(Nc1ccccn1)c1ccc(S(=O)(=O)N2CCCCCC2)cc1	3%	-4%	4	1%	4	?	-8%	7	-60%[inhibitor]
COc1cccc(C2N(c3ccc(Cl)c(Cl)c3)C(=O)C3CCCN32)c1OC (configuration not stated)	7%	-10%	6	-29%	19	-3%	16%	-4	-3%
O=c1[nH]c(=O)n([C@H]2C[C@H](O)[C@@H](CO)O2)cc1Br	-4%&10%	1%	14&5	?	0	0%	0%	0	-92%&6%[inhibitor]
O=C(C1CC1)N1CCN(C(c2ccccc2)c2ccccc2)CC1	0%	-1%	-10	-3%	-11	4%	-3%	-10	-4%
CCC(=O)N1C(C(=O)N2CCCC2)CSC1c1ccc(OC)cc1 (configuration not stated)	8%	3%	3	0%	12	7%	-2%	2	0%
Nc1cc(=O)[nH]c(SCC(=O)Nc2ccc(Oc3ccccc3)cc2)n1	3%	0%	-12	0%	47	-14%	-2%	-12	-9%
Cc1csc(NC(=O)c2cc(-c3ccncc3)nc3ccccc23)n1	9%	-11%	7	-6%	-8	-1%	-5%	21	-2%
Cc1ccc(NC(=O)CN(C)C(=O)Cc2ccc(Cl)c(Cl)c2)cc1	14%	?	-24	-15%	-9	-3%	16%	-14	27%
Cc1cc(C)c(S(=O)(=O)Nc2nccs2)c(C)c1	-4%	1%	3	2%	1	24%	14%	-3	-6%

Only SW480 rereplic and GLP-1R agonist, for some of the entries so far:
SMILES	SW480 rereplic	GLP-1R agonist
Cc1ccccc1N=C1Nc2ccccc2N[C@]12C[C@H]1CCC(=O)N3CC[C@@H](C2)[C@@H]13	-7%	-4%
O=C(C1CC1)N1CCN(C(c2ccccc2)c2ccccc2)CC1	-4%	0%

(further entries)
SMILES	GLP-1R agonist	HT1080 IDH1KD tx	D3 ag	HT1080-NT tox	IL-1B inflam inh	KB-V1 MDR tox	KB-3-1 cytotox	DRD3 antagonist	SW480 rereplic
Nc1cc(-c2ccc(Br)cc2)nn1S(=O)(=O)c1ccccc1	8%	-4%	-9	-14%	10	0%	-7%	-19	-2%
S=C(NCc1ccco1)Nc1ccc(Cl)cc1	-12%	13%	1	13%	-9	-18%	1%	1	5%
O=C(Nc1ccc(SC(F)(F)F)cc1)c1ccccn1	6%	-13%	-3	-10%	1	6%	2%	-9	-11%
NS(=O)(=O)c1ccc(CCNC(=O)COC(=O)COc2cccc(C(F)(F)F)c2)cc1	5%	3%	-3	8%	13	?	14%	-7	13%
Cc1cc(C(=O)Nc2ccc(N3CCOCC3)cc2)c2ccccc2n1	1%	-3%	2	-1%	7	8%	24%	-14	-1%
Cc1cccc(NC(=O)CSc2nc(=O)n(CCN3CCOCC3)c3c2CCCC3)c1C	6%	0%	-6	9%	-12	-4%	-1%	26	8%
Cc1c(NC(=O)c2cccc(S(=O)(=O)N3CCOCC3)c2)c(=O)n(-c2ccccc2)n1C	-1%	-4%[9.24 µM]	-12	-19%	24	11%	5%	-26	9%
COc1ccc(C(=O)Nc2ccnn2C2CCN(C(=O)C3CCOC3)CC2)cc1 (configuration not stated)	0%	7%	-8	18%	5	-7%	-2%	-12	-2%
CC(=O)c1ccc(N2CCN(S(=O)(=O)c3ccc4c(c3)CC(=O)N4)CC2)cc1	-1%	-4%	2	0%	-13	12%	?	-6	1%
COc1ccc([C@H]2CC(=O)C=C(c3cccc4c3sc3ccccc34)C2)cc1OC	-3%	1%	13	0%	-23	-1%	-14%	4	-1%
CC1CCc2c(sc3ncnc(SCC(=O)Nc4ccc(C(=O)O)cc4)c23)C1 (configuration not stated)	3%	-8%	5	-28%	30	8%	2%	18	0%
CCOC(=O)c1sc(NC(=O)c2ccc(S(=O)(=O)N(CC)CC)cc2)nc1C	1%	0%	-4	4%	4	-2%	2%	?	6%
Cc1cccc(C)c1NC(=O)C(c1ccccc1F)n1c(=O)c(-c2cc3ccccc3[nH]2)nc2ccccc21 (configuration not stated)	.	?	15	?	13	-7%	-12%	32	.
Cc1ccc(N(CCC#N)C(=O)COC(=O)C2CCN(c3ccc(C(F)(F)F)cn3)CC2)cc1	10%	2%	3	-3%	14	-3%	0%	-20	-2%
CCCNC(=O)C1(C)CCN(C(=O)c2ccccc2OC(F)(F)F)C1 (configuration not stated)	-5%	?	5	11%	16	16%	0%	8	.
CC(=O)c1ccc(N2CCC(C)CC2)c(F)c1	-3%	3%	-3	13%	5	?	10%	5	-13%
CCC12CC3CC(C1)CC(C(=O)Nc1nn[nH]n1)(C3)C2	2%	-5%	-24	-4%	6	16%	1%	-11	5%
O=C(N/N=C/c1ccccc1)c1[nH]c2ccc(Br)cc2c1-c1ccccc1	13%	0.73µM*	-19	0.46µM*	25	0.82µM*	0.73µM*	-89*	?
CC(=O)n1cc(N(C(=O)CCl)c2ccc([N+](=O)[O-])cc2)c2ccccc21	-1%	?	-17	23µM*	-101*	?	?	0	16µM*
Cc1cccc(OCC(=O)N/N=C/c2ccc(N(C)C)cc2)c1	16%	3%	12	3%	6	0%	10%	11	15%
Cc1ccc(/C(N)=N/OC(=O)CCC2CCCCC2)cc1	10%	5%	-7	17%	-2	-6%	2%	-12	-5%
CCOC(=O)OCC(=O)C1(O)CCC2C3CCC4=CC(=O)CCC4(C)C3C(O)CC21C (configuration not stated)	-2%	?	3	?	-23	1%	?	8	?
Cc1ccc(C)c(SCC(=O)NCc2ccco2)c1	0%	10%	4	5%	-2	3%	-7%	1	0%

Structures from the list above with four or more nitrogen atoms (10):
SMILES	GLP-1R agonist	HT1080 IDH1KD tx	D3 ag	HT1080-NT tox	IL-1B inflam inh	KB-V1 MDR tox	KB-3-1 cytotox	DRD3 antagonist	SW480 rereplic
Cc1ccccc1N=C1Nc2ccccc2N[C@]12C[C@H]1CCC(=O)N3CC[C@@H](C2)[C@@H]13	-4%	1%	5	12%	10	-15%	0%	24	-7%
CN(C)c1nc(Oc2ccc(OCCOc3ccccc3)nn2)nc(N(C)C)n1	18%	-2%	0	-7%	7	-13%	2%	-15	0%
Nc1cc(=O)[nH]c(SCC(=O)Nc2ccc(Oc3ccccc3)cc2)n1	3%	0%	-12	0%	47	-14%	-2%	-12	-9%
Cc1csc(NC(=O)c2cc(-c3ccncc3)nc3ccccc23)n1	9%	-11%	7	-6%	-8	-1%	-5%	21	-2%
Cc1cccc(NC(=O)CSc2nc(=O)n(CCN3CCOCC3)c3c2CCCC3)c1C	6%	0%	-6	9%	-12	-4%	-1%	26	8%
Cc1c(NC(=O)c2cccc(S(=O)(=O)N3CCOCC3)c2)c(=O)n(-c2ccccc2)n1C	-1%	-4%[9.24 µM]	-12	-19%	24	11%	5%	-26	9%
COc1ccc(C(=O)Nc2ccnn2C2CCN(C(=O)C3CCOC3)CC2)cc1 (configuration not stated)	0%	7%	-8	18%	5	-7%	-2%	-12	-2%
Cc1cccc(C)c1NC(=O)C(c1ccccc1F)n1c(=O)c(-c2cc3ccccc3[nH]2)nc2ccccc21 (configuration not stated)	.	?	15	?	13	-7%	-12%	32	.
Cc1ccc(N(CCC#N)C(=O)COC(=O)C2CCN(c3ccc(C(F)(F)F)cn3)CC2)cc1	10%	2%	3	-3%	14	-3%	0%	-20	-2%
CCC12CC3CC(C1)CC(C(=O)Nc1nn[nH]n1)(C3)C2	2%	-5%	-24	-4%	6	16%	1%	-11	5%
